# Source: PubChem BioAssay (several laboratories)
# L929 necroptosis: L929 zVAD cell death inhibition; L929 zVAD necroptosis rescue, ATP luminescence, 24 h; with zVAD 60 µM; viability rescue, % at 10 µM; 220,000 tested, 0.38% active; AID 1377;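 active = activation, scaled between plate controls, above about 75%, limit read from the data; inactive = activation under that limit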;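 note: 0% = zVAD with DMSO and 100% = DMSO alone without zVAD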
# PGE2 EP2 inh: inhibitors of human EP2 prostaglandin E2 receptor. P43116. C6 glioma cells expressing human EP2, cAMP TR-FRET; cells stimulated with saturating PGE2. inhibition, % at 25 µM. 260,000 tested, 0.52% active;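 active = percent inhibition above 40 after rounding to a whole number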;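 note: rat C6 glioma host cells with rolipram phosphodiesterase inhibitor present; the protocol text gives 20 µM as final concentration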
# Target sequence (P43116 whole entry, looked up): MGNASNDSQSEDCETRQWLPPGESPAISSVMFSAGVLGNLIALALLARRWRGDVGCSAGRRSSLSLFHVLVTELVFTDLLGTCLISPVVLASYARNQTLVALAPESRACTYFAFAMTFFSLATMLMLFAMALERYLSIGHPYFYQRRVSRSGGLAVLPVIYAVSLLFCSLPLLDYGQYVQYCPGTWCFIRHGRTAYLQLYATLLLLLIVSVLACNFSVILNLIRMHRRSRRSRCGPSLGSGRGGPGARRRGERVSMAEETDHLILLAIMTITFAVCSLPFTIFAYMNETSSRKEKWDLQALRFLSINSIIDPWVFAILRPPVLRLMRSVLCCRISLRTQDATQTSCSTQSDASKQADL
# TNF necrop inh: inhibitors of TNF-alpha induced necroptosis in Jurkat FADD-/- cells; Jurkat FADD-/- TNF necroptosis rescue, ATP luminescence, 24 h; 0 = TNF only, 100 = no-TNF cells; 220,000 tested, 0.068% active; activation (protection from cell death), % at 10 µM;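 active = activation, meaning protection from cell death, of at least 50% relative to plate controls; inactive = activation below 50%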;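 note: necroptosis triggered by 40 ng/mL TNF-alpha added together with compound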
# FXIIa inh: inhibitors of human coagulation factor XIIa; purified FXIIa, Boc-QGR-AMC fluorogenic substrate, 2 h; inhibition, % at 5 µM; 220,000 tested, 0.3% active; AID 800; in the data active = inhibition above about 40%;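 note: 0% = enzyme with no compound and 100% = blank without enzyme; many of its hits are not listed in these tables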
# FXIa inh 1536: blocks human coagulation factor XIa protease activity | P03951 | purified FXIa, Boc-Glu-Ala-Arg-AMC fluorogenic substrate | inhibition, % at 5 µM | 220,000 tested, 0.14% active | AID 798;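 active = inhibition of at least 40%; inactive = inhibition below 40%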;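 note: fluorescence of freed AMC excited at 355 nm; 0% = enzyme without compound and 100% = no enzyme blank; many of its hits are not listed in these tables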
# Target sequence (P03951 19-387 limits assumed): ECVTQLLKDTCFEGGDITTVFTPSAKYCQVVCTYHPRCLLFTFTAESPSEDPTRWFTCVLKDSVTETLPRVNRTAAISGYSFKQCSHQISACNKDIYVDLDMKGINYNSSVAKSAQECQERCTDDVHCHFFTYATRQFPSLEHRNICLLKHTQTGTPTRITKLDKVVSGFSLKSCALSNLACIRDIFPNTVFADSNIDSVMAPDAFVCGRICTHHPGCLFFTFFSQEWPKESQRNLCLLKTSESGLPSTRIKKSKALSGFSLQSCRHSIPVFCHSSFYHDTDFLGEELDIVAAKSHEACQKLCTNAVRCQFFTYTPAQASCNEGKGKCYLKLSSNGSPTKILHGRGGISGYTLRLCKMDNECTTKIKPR
# Target sequence (P03951 388-625 limits assumed): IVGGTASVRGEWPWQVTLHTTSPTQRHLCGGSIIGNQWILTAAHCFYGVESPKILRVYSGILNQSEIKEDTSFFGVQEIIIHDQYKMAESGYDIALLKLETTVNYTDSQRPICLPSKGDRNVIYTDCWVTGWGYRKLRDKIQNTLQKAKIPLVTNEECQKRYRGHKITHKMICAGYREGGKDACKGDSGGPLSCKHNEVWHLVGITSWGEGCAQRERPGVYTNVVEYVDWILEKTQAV
# PPC-1+TRAIL kill: kills PPC-1 cancer cells in the presence of TRAIL; PPC-1 cells + TRAIL, ATPLite viability luminescence; cell killing (% activity), % at 4 µM; 220,000 tested, 0.41% active;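 active = cell killing above 50% in the first pass at 4 µM, then a duplicate retest at 5 µM averaging 50% or more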;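 note: plate controls were cells with TRAIL plus DMSO for no effect and medium-only wells lacking cells for full effect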
# CHOP inhibitor: CHOP inhibition in unfolded protein response | CHO-K1 CHOP-promoter luciferase, tunicamycin-induced, 15-18 h | inhibition, % at 10 µM | 220,000 tested, 3.8% active;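 active = compounds that reduced the stress-induced luciferase reporter signal by more than about 70% of percent inhibition, limit read from the data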;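 note: 0% = tunicamycin plus vehicle and 100% = wells without tunicamycin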
# Wee1 degr inh: human Wee1 degradation inhibition, primary screen. P30291. HeLa Luc-Wee1K328M stability, luciferase luminescence; 100% = proteasome inhibitor MG132 effect. reporter increase, % at 5 µM. 220,000 tested, 1.2% active. AID 1321;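 active = activation above the mean of all tested compounds plus 3 SD, set per screening run, cut at about 8.8% in these data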;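 note: cells exposed to compound for 20 h before luminescence read; 0% = DMSO alone and 100% = MG132 at 30 µM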
# TbHK1 inh: T. brucei hexokinase 1 inhibition | 220,000 tested, 0.11% active | AID 1430 | inhibition, % at 10 µM | recombinant TbHK1, G6PDH-coupled NADH A340;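 active = inhibition of 50% or more in the single-dose primary screen; inactive = inhibition below 50%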
# The depositor's hits bear a star; . = not tested or not shown; & = joins results of further samples. This is a subset; rates above refer to the full screens.
SMILES,L929 necroptosis,PGE2 EP2 inh,TNF necrop inh,FXIIa inh,FXIa inh 1536,PPC-1+TRAIL kill,CHOP inhibitor,Wee1 degr inh,TbHK1 inh
C=CCOC(=O)C1=C(C)NC(SCC(N)=O)=C(C#N)C1c1cccs1 (stereo not given),.,12.0,-0.4,12.8,10.5,29.0,-2.4,-2.2,-11.2
Cc1nc(C(=O)NC2CCCCC2)sc1C1(C)CC(c2cccc([N+](=O)[O-])c2)=NO1 (stereo not given),-0.1,10.5,3.1,3.9,-0.7,0.1,21.9,.,-12.3
O=C(Nc1cccc(S(=O)(=O)N2CCOCC2)c1)C(c1ccccc1)N1CCCCC1 (stereo not given),0.0,10.4,1.9,4.3,-7.2,24.1,12.4,3.8,-3.6
CC(C)n1c(C(F)(F)F)nc2cc(C(=O)N3CCC(O)CC3)ccc21,0.7,5.5,5.5,6.9,4.4,7.3,-27.6,-4.0,-3.3
CCNC(=O)NC(=O)CN(C)c1ccccc1,0.6,6.9,2.3,3.1,-5.3,23.1,13.7,-0.9,0.8
Cc1[nH]cnc1CSCCN,1.1,7.3,-0.4,15.3,-1.0,24.7,16.7,0.6,3.9
Cc1ccc(S(=O)(=O)N(C)c2ccc(C(=O)NCC3CCCO3)cc2)cc1 (stereo not given),0.2,5.6,-1.4,4.8,-3.9,-0.6,24.2,-2.1,-0.4
CC(=O)NC1C(=O)SC1(C)C (stereo not given),0.1,8.4,4.9,5.5,-12.8,-31.9,3.4,0.2,4.5
CCC(=O)OCc1c(C(F)(F)F)nn(C)c1Sc1ccc(Cl)cc1,0.2,3.5,4.6,7.8,-3.0,15.5,78.9*,1.9,6.4
O=C1c2ccccc2-c2nc3ncnn3c(-c3ccccc3Cl)c21,-0.1,3.4,-2.4,4.8,-7.6,15.8,25.9,1.4,-2.0
CCN1CCN(c2cc(C)c3cc(NC(=S)N4CCCC(C)C4)ccc3n2)CC1 (stereo not given),1.2,6.6,4.9,9.1,-0.6,-5.3,11.7,-2.7,-0.1
CCOC(=O)N1CCN(C(=O)CSCc2ccc(C)cc2)CC1,1.0,-1.1,-3.3,12.4,8.9,-5.3,10.9,0.1,14.4
CNC(=O)c1[nH]cnc1C(=O)Nc1ccc(OC)cc1,2.9,12.9,-11.1,11.4,3.2,-4.0,-5.5,0.5,-16.0
COc1cc(OC)cc(-c2nnc(SCc3cccnc3)o2)c1,0.2,8.2,5.9,-0.5,-6.7,24.9,5.5,-0.7,39.3
COc1ccc(NCc2nnc(SCC(=O)c3ccc(OC)cc3)o2)cc1,0.0,7.7,-1.3,0.5,-6.0,-3.6,1.2,-0.3,-3.7
CCCCN(CCCC)S(=O)(=O)c1c(C)[nH]c(=O)[nH]c1=O,0.3,4.7,0.4,1.1,-4.0,-12.9,4.6,0.4,0.9
Cc1ccc(Nc2cc(C)nc(N3CCOCC3)n2)cc1,1.4,4.3,0.3,7.7,3.2,24.6,14.8,-0.6,0.9
O=C(CSc1nnc(-c2ccccc2)n1C1CCCCC1)N1CCCC1,-0.3,11.5,-1.5,9.1,-3.8,-4.5,19.0,-2.4,0.6
CC1(C)CC(=O)C2=C(C1)NC(=O)CC2c1cc(F)ccc1F (stereo not given),0.5,6.0,-3.7,13.6,4.6,19.0,5.7,-2.9,-0.6
c1ccc(N=C(c2cccs2)N2CCOCC2)cc1,-0.1,8.2,5.5,11.3,5.7,20.0,-8.1,0.5,0.7
Cc1ccc(N2CCN(S(=O)(=O)N(C)C)CC2)cc1Cl,-0.1,17.9,-0.9,8.7,21.7,-3.4,4.4,13.4*,1.7
CCN(CC)CCN1C(=O)c2oc3ccc(F)cc3c(=O)c2C1c1ccncc1 (stereo not given),0.5,7.5,2.1,9.8,3.3,11.9,-7.6,.,-16.8
O=c1oc2cc(O)ccc2cc1-c1ccc(F)cc1,-0.4,8.2,-1.5,-78.7,-57.0,16.0,-9.4,1.4,-9.4
CCN(CC)c1ccc2cc(C(=O)O)c(=O)oc2c1,1.0,4.1,0.9,11.6,5.4,-4.2,27.1,5.9,-3.1
CCOC(=O)c1c(NC(=O)CSc2ncnc3ccccc23)sc(C(C)=O)c1C,-0.1,7.1,1.9,7.4,5.5,39.1,74.7*,3.0,3.6
CCN1C(=O)/C(=C\c2ccncc2)SC1=S,-0.6,8.0,-2.4,15.2,4.3,-1.7,13.5,1.9,-22.1
Cc1ccccc1-c1nc2sc3c(c2c(=O)n1N)CCCC3,-0.6,3.3,-1.0,6.6,-5.5,-1.8,31.0,2.9,-3.9
CC(OC(=O)C(C)N1C(=O)C2C3C=CC(C4CC34)C2C1=O)C(=O)c1ccccc1 (stereo not given),0.5,8.0,1.3,0.5,-2.5,-2.5,16.5,-1.1,2.8
Cn1c(NC(=O)c2ccccc2NC(=O)C(C)(C)C)nc2ccccc21,-0.2,11.2,-2.5,16.5,6.2,10.5,33.0,-0.2,-9.4
COc1ccc(-c2cc(=O)[nH][nH]2)cc1OC,1.4,0.7,-2.2,13.4,-15.0,14.4,-5.7,1.2,-6.6
CCC(C)OC1OC(CO)C(O)C(O)C1NC(C)=O (stereo not given),-0.6,2.1,-3.0,6.3,-1.6,-0.5,8.2,-2.9,0.2
OCCN1CCN(CC(O)COc2ccc3ccccc3c2)CC1 (stereo not given),-0.3,12.5,0.6,1.6,3.9,25.1,21.9,-1.2,2.7
COc1ccc(OC)c(/C=N/NC(=O)c2cc[n+](CC(=O)c3ccccc3)cc2)c1,1.4,4.9,-1.0,11.3,-0.6,16.0,11.0,0.5,-12.9
CCOC(=O)c1cnc(SCC(=O)Nc2nc(C)c(C)s2)nc1N,74.1,5.5,6.0,1.7,4.7,5.5,17.4,-2.1,-4.2
Cc1nn(C)cc1C=NCCOCc1ccccc1,0.5,6.4,-0.8,-6.4,-12.7,11.8,8.0,-1.9,3.8
COc1ccc(C2C(=O)c3ccccc3C2=O)cc1,-0.1,6.1&24.9,-0.5,11.8,2.4,18.2,-7.8,-1.6,-5.8
O=C(CSc1cccs1)Nc1cccc2ccccc12,0.6,9.9,3.0,7.5,-1.8,0.6,-3.4,-0.2,34.2
Cc1ccc(-c2ccc(=O)n(CC(=O)Nc3cccc(C(=O)N4CCN(C)CC4)c3)n2)cc1,0.7,6.1,-0.4,5.1,-7.0,-9.4,16.3,-2.1,-3.1
CC(C)N(Cc1cc2ccccc2[nH]c1=O)C(=O)C1CCCCC1,1.1,16.2,-0.5,22.4,9.3,2.6,17.7,0.7,-9.1
COc1ccc(C(=O)Nc2cccc(/C=C/c3nc4ccccc4c(=O)[nH]3)c2)cc1,1.1,7.4,-10.3,-0.3,0.0,9.0,91.4*,-0.6,-32.3

# Another view of some results above:
molecule	L929 necroptosis	PGE2 EP2 inh	TNF necrop inh	FXIIa inh	FXIa inh 1536	PPC-1+TRAIL kill	CHOP inhibitor	Wee1 degr inh	TbHK1 inh
CCC(C)OC1OC(CO)C(O)C(O)C1NC(C)=O (stereo not given)	-0.6	2.1	-3.0	6.3	-1.6	-0.5	8.2	-2.9	0.2
Cc1nn(C)cc1C=NCCOCc1ccccc1	0.5	6.4	-0.8	-6.4	-12.7	11.8	8.0	-1.9	3.8

# Later entries.
SMILES,L929 necroptosis,PGE2 EP2 inh,TNF necrop inh,FXIIa inh,FXIa inh 1536,PPC-1+TRAIL kill,CHOP inhibitor,Wee1 degr inh,TbHK1 inh
Cc1ccccc1-c1nc(-c2ccc(NC(=O)c3ccc4c(c3)OCO4)cc2)no1,0.3,10.1,-3.9,2.5,6.8,-3.4,39.5,3.0,10.3
CCCCCN1N=C(C)CC1=O,0.7,7.3,-1.5,4.7,2.4,10.5,0.8,0.7,9.7
Cc1cc(NS(=O)(=O)c2ccc(Nc3nc(-c4sc(N)nc4C)cs3)cc2)no1,-0.1,1.2,-0.9,21.7,6.8,-22.1,6.6,-1.0,1.5
CC(C)(C)SCCNC(=O)/C=C/c1ccc([N+](=O)[O-])cc1,0.5,5.7,4.9,13.1,1.9,25.1,1.8,-0.4,-18.8
O=C(NCCc1ccccc1)c1ccccc1NS(=O)(=O)N1CCCC1,-0.3,1.6,-0.8,9.8,0.9,28.8,50.7,0.7,-6.0
CCOC(=O)Cc1nnc(NC(=O)C(CC)Sc2nc(C)cc(C)n2)s1 (stereo not given),1.5,9.2,0.6,19.0,15.0,7.8,12.4,2.7,4.8
CCCN(CCC)CCCNC(=O)c1cn(CC)c2ccc(S(=O)(=O)N3CCc4ccccc4C3)cc2c1=O,0.3,2.7,-16.7,0.0,-1.1,2.0,19.3,4.9,-7.4
O=C(N/N=C/c1cccnc1)c1cc2ccccc2o1,0.6,6.3,1.2,10.5,9.3,1.8,-7.6,-1.0,-32.8
O=C(NCc1ccco1)c1sc2cccc(F)c2c1Cl,0.4,9.2,-0.7,-1.0,3.7,5.6,-18.1,3.9,-3.8
Cc1ccn2c(=O)c(C(=O)O)cnc2c1,0.8,6.0,0.9,3.9,-1.0,13.1,17.6,-2.0,-46.7
COCC(=O)Nc1nc(-c2ccccc2)c(C)s1,1.0,1.7,8.0,5.5,-0.5,33.5,19.6,-3.2,-1.8
Cn1nc(C(F)(F)F)c2cc(C(=O)N3CCOCC3)sc21,1.7,6.9,-0.3,.,-3.9,18.7,0.6,1.9,1.1
COc1ccc(S(=O)(=O)N(C)CC(=O)Nc2ccc3c(c2)OCO3)cc1,0.4,6.6,-0.5,0.9,3.9,-4.9,15.6,5.4,-2.2
Cc1oc(-c2ccccc2Cl)nc1CSCC(=O)N1CCCC1,0.2,0.1,-5.0,7.3,1.8,-3.7,.,-2.9,-2.4
Cc1ncoc1C(=O)Nc1ncc([N+](=O)[O-])s1,0.5,5.6,-0.6,33.5,11.9,5.2,-6.7,13.9*,8.4
CC(C)C(=O)Nc1ccc(C(=O)N2CCCCCC2)cc1,0.7,9.2,2.7,15.1,2.3,6.3,2.5,-0.9,-3.8
COc1cc(CC2COC(=O)C2(O)Cc2ccc(O)c(OC)c2)ccc1O (stereo not given),-0.8,11.6,-2.4,30.3,14.8,1.8,33.3,.,-2.8
O=C(Cc1ccccc1)NC1CCN(Cc2ccccc2)CC1,0.4,7.2,1.6,11.0,-0.8,2.8,23.9,-0.3,1.9
Cc1nn(CC(=O)Nc2sc3c(c2C#N)CCC(C(C)(C)C)C3)c(C)c1[N+](=O)[O-] (stereo not given),2.7,10.9,0.1,0.2,8.9,-2.0,88.7*,1.1,-6.8
COc1ccc(N/C=C2\C(=O)c3c(sc(C)c3C)N(C)S2(=O)=O)cc1,0.4,3.9,0.8,3.1,4.6,3.4,7.7,7.4,-8.4
Cc1ccc(C(C)C)c(OCc2ccc(C(=O)N/N=C/c3ccc(O)c(O)c3)cc2)c1,8.3,6.0,-7.0,3.4,-5.7,29.7,83.9*,0.7,18.2
Cn1cc(S(=O)(=O)NCc2ccc(Cl)cc2)c(=O)n(C)c1=O,-0.4,9.3,0.5,12.7,1.6,5.7,-6.3,-0.1,-9.3
CCc1ccc(NC(=O)COC(=O)CN2C(=O)COc3ccccc32)cc1,-1.1,12.9,-0.7,12.1,1.7,8.5,14.1,-2.2,-4.1
COCC(C)NC(=O)NC1(C(F)(F)F)Oc2ccc(Cl)cc2O1 (stereo not given),6.4,6.1,-12.1,13.4,17.9,-9.1,-7.3,-2.6,2.8
N#Cc1cc2c(nc1SCc1ccncc1)CCC2,-0.3,1.5,-1.4,-7.5,-5.6,-5.8,-7.0,1.4,-6.6
O=C(Nc1ccccn1)C1CCN(S(=O)(=O)c2cccc3nonc23)CC1,-0.2,8.7,0.9,6.6,-0.9,16.1,-6.2,1.4,2.5
